PMI inhibition: human PMI inhibitors, high substrate, primary screen, biochemical, fluorescence intensity, high mannose 6-phosphate (AID 1220) | recombinant PMI enzyme, coupled fluorescence intensity; higher % means a stronger effect | hit rate 0.66% among 190,000 | inhibition, % at 20 µM; hits with a dose series show IC50 in µM
SIAH1 antagonists: Siah-1 peptide-binding antagonists, primary screen, biochemical, fluorescence polarization, rhodamine-plectin, uHTS (AID 1817); hit rate 0.02% among 290,000; displacement, % at 20 µM; hits with a dose series show IC50 in µM; Siah-1 / rhodamine-plectin peptide fluorescence polarization; higher % means a stronger effect;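 active = displacement of at least 50% at 20 µM, with a fluorescence ratio check between 0.3 and a set limit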;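 also: plate controls were Siah plus tracer with DMSO for no effect and tracer alone without Siah for full effect; strong numbers were not always called active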
Hep lipid drop: modulators of hepatic lipid droplet formation; inhibition, % at 6.5 µM; AML12 mouse hepatocytes, oleate lipid droplets, BODIPY imaging; hit rate 0.4% among 240,000;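 active = lipid droplet intensity inhibited by at least 50%, with more than 500 cells counted; inconclusive = wells with under 300 cells, treated as cytotoxic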
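System: AML12 hepatocytes (mouse). Probe or stimulus: oleic acid at 100 µM to induce lipid droplet formation. Times: overnight treatment with compound plus oleate. Detection: Image-based BODIPY and DAPI two-channel analysis. Evaluation: percent inhibition of filter-corrected integrated lipid droplet intensity per well.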
K1F lysis inhibition: protection from phage-mediated lysis, alamar blue read-out – E. coli UTI89, K1F phage, bacterial capsule biogenesis inhibitors (AID 488966) | E. coli UTI89 K1F phage lysis, alamar blue, 2 h; higher % means a stronger effect | inhibition, % at 100 µM; hits with a dose series show IC50 in µM | hit rate 0.02% among 340,000;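 active = phage lysis inhibition, versus mean bacterial control, above a set limit; inconclusive = no clear call, values can overlap the other calls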;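 also: capsule biogenesis inhibitors block K1F phage lysis so surviving cells raise fluorescence; higher fluorescence means more inhibition of phage lysis; actives were called in the ten point dose series up to 300 µM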
M1AAP inhibition: P. falciparum M1AAP inhibitors, biochemical, fluorogenic H-Leu-NHMec substrate, 1536-well (AID 1445). hit rate 0.42% among 220,000. inhibition, % at 30 µM; hits with a dose series show IC50 in µM. recombinant M1AAP, H-Leu-NHMec fluorogenic kinetic assay; higher % means a stronger effect;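 active = primary inhibition above the hit cutoff, then over 50% inhibition at one or more dose response concentrations, cut at about 23% in these data, passing the limit was not always enough; inconclusive = conflicting primary data, or primary hits not chosen for dose response; inactive = low primary inhibition, or under 50% at every dose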;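 also: plate controls were DMSO full reaction for no effect and no enzyme background for full effect; strong numbers were not always called active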
PMI inhibitors: MPI enzyme activity inhibition – biochemical, fluorescence intensity, coupled assay, primary screen (AID 1209) | purified PMI enzyme, coupled fluorescence intensity; higher % means a stronger effect | inhibition, % at 20 µM, or IC50 in µM where a hit was titrated | hit rate 0.42% among 190,000;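 also: plate controls were DMSO vehicle for no effect and wells lacking substrate for full effect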
TNAP activation fold: human TNAP enzyme activators, primary screen, biochemical, luminescent, no phosphate acceptor, uHTS (AID 1001); purified TNAP, luminescent activation assay, no phosphate acceptor; higher activation fold means a stronger effect; activation fold at 20 µM, or EC50 in µM where a hit was titrated; hit rate 0.03% among 200,000; in the data active = activation fold from about 3, or a potency from the dose series; inactive = the rest, 99 in 100 with activation fold below about 1.6; also: many of its hits are not listed in these tables
P. falciparum M17LAP: P. falciparum M17LAP inhibitors, primary screen, biochemical, fluorogenic H-Leu-NHMec substrate, 1536-well (AID 1619); recombinant M17LAP, H-Leu-NHMec fluorogenic kinetic assay; higher % means a stronger effect; inhibition, % at 30 µM; hits with a dose series show IC50 in µM; hit rate 0.38% among 220,000;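 active = compound inhibiting the enzyme by more than half at any dose during confirmatory dose-response retesting; inconclusive = strong single-dose inhibitors picked by rank but not retested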;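 also: plate controls were full reaction with DMSO carrier for no effect and no enzyme background for full effect; strong numbers were not always called active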
XIAP antagonists: XIAP antagonists, biochemical, IAP family, fluorescence polarization (AID 1018) | XIAP BIR domain, fluorescence polarization peptide displacement; higher % means a stronger effect | one-dose displacement, % at 20 µM; IC50 in µM for titrated hits | hit rate 0.007% among 200,000; in the data active = displacement above about 50%; also: a part of the inactive calls stands beside numbers as strong as those of hits
Hep lipid drop cells 6.5 µM: second read-out of Hep lipid drop, no call of its own (marks repeat the call); cell count; measured here: cell count, cytotoxicity flag;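 cells counted across two imaged fields per well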
The depositor's hits bear a star; ? = inconclusive; nt = no result given; [ ] = another dose, or the depositor's remark. Rule as the data show it, unless noted: active = inhibition above about 50%; inactive = the rest.

SMILES | PMI inhibition | SIAH1 antagonists | Hep lipid drop | Hep lipid drop cells 6.5 µM | K1F lysis inhibition | M1AAP inhibition | PMI inhibitors | TNAP activation fold | P. falciparum M17LAP | XIAP antagonists
Cn1c(CNC(=O)Nc2cccc(Cl)c2)nnc1SCc1ccccc1 | -3% | 5% | nt | nt | -0.3% | 0% | -6% | 1 | -2% | 1.1%
CC(=O)Nc1ccc(Sc2ncccc2C(=O)Nc2ccc(F)cc2)cn1 | -9% | 0% | nt | nt | 0.2% | -6% | -14% | 1 | -7% | -4.3%
NC(=O)CN1C(=O)C(O)(CC(=O)/C=C\C=C\c2ccccc2)c2ccccc21 (stereo not given) | -31% | 0% | -7 | 665 | 0.9%[50 µM] | 10% | -30% | 1 | 41% | -13%
COc1cccc(C(=O)Nc2c(C(N)=O)oc3ccccc23)c1 | 11% | 4% | -2 | 657 | -1.3% | 9% | 10% | 1.2 | 4% | -0.4%
COc1ccc(-c2cc(C(=O)Nc3cc(C)nn3-c3ccccc3)no2)cc1OC | 2% | 2% | 5 | 767 | -0.1% | -2% | -7% | 1 | 4% | -3.2%
Cc1ccccc1OCCn1cc(C(=O)C(=O)N2CCOCC2)c2ccccc21 | 20% | 2% | -16 | 771 | 0.2% | 7% | 19% | 1.1 | -5% | 1.5%
O=C(NNC(=O)c1ccc(SCC2CCCO2)c([N+](=O)[O-])c1)c1ccc(F)cc1 (stereo not given) | -1% | 2% | nt | nt | 3.4% | 0% | -3% | 1.2 | -4% | -6.9%
CN(C)c1ccc(/C=C/c2ccc3ccccc3[n+]2C)cc1 | -4% | -5% | -112 | 523 | -18% | 16% | 26% | 0.4 | 88µM* | 3.0%
O=C(CN1C(=O)c2ccccc2S1(=O)=O)Nc1ccc(S(=O)(=O)N2CCCCC2)cc1 | 8% | 1% | -1 | 662 | 0.8% | 3% | 11% | 1.1 | 5% | -5.1%
O=C(N/N=C/c1cccs1)c1ccc(NC(=O)c2ccccc2Cl)cc1 | 9% | 0% | -15 | 661 | -0.1% | 7% | 12% | 1 | -12% | -6.0%
COc1cc(OC)c(OC)cc1C#N | 4% | 0% | 0 | 713 | 1.1% | 2% | -2% | 1.1 | 3% | -6.1%
CCC(C)NS(=O)(=O)c1ccc(OCC(=O)N2CCC(C)CC2)cc1 (stereo not given) | 6% | -6% | 3 | 780 | 5.5% | -9% | 4% | 1.1 | 9% | 3.3%
CSCCC(N=C(NS(=O)(=O)c1ccc(C)cc1)c1ccccc1)C(=O)O (stereo not given) | nt | 4% | 1 | 656 | 0.2% | -3% | nt | nt | 9% | nt
COc1ccccc1-c1nc(C(N)=O)c2[nH]c(=O)n(-c3cccc(C)c3)c2n1 | 16% | 0% | nt | nt | 0.2% | 4% | 16% | 1.3 | -12% | -6.5%
COc1cc(CSc2ncn[nH]2)c(OC)cc1CSc1ncn[nH]1 | -8% | 2% | nt | nt | 0.1% | 0% | -5% | 0.5 | 2% | 0.5%
COc1ccc(N(CC(O)CN2C(=O)NC(C)(C)C2=O)S(=O)(=O)c2ccc(C)cc2)cc1 (stereo not given) | 5% | 2% | 18 | 851 | 0.4% | 7% | 3% | 1.1 | 14% | -4.3%
CCCCS/C(N)=N/N=C/c1ccccc1O | 17% | 8% | 28 | 722 | 0.2% | 3% | 18% | 1.1 | -3% | -5.8%
O=C(/C=C/c1ccco1)NCCc1ccccc1 | -1% | 11% | -17 | 714 | 0.3% | 7% | -6% | 1 | 16% | -2.6%
COc1cccc(OC)c1OCC(O)CN1CCN(c2ccccc2)CC1 (stereo not given) | 8% | 6% | nt | nt | 11% | 5% | 8% | 1.1 | 11% | -6.3%
CCOc1ccc(NC(C)C(=O)N/N=C/c2cccs2)cc1 (stereo not given) | 19% | -4% | 17 | 672 | 1.2%[50 µM] | 5% | 4% | 1 | 8% | -0.5%
O=C(COC(=O)CNC(=O)c1ccc(Br)o1)Nc1ccccc1OC(F)F | -4% | -6% | 4 | 673 | 0.6% | 0% | 0% | 1.2 | 5% | -3.9%
Cc1ccc(NC(=S)NC(=O)c2ccc(F)cc2)cc1S(=O)(=O)Nc1ccccc1Cl | 7% | 10% | 17 | 494 | 1.7% | 4% | 31% | 0.9 | 4% | -6.8%
N=c1oc2ccccc2cc1-c1nc(-c2ccc(Cl)cc2)cs1 | 14% | 5% | 16 | 600 | 0.3% | -2% | 14% | 1 | 0% | -3.3%
CCn1cc(C(=O)OCC(=O)c2ccc(Cl)cc2)c(=O)c2ccc(C)nc21 | 16% | 2% | 4 | 739 | 0.2% | 1% | 7% | 1.1 | -105% | -1.8%
COc1ccc(OC)c(NC(=O)CCN2CCCC(C)C2)c1 (stereo not given) | 18% | 2% | nt | nt | 0.2% | 5% | 5% | 1.2 | 2% | 6.2%
O=C(CSc1nnnn1-c1ccccc1)Nc1nsc(-c2ccc(Cl)cc2)n1 | -7% | -3% | -5 | 774 | 0.2% | -3% | -4% | 0.9 | 6% | -3.5%
CN(CC(=O)Nc1ccc(F)cc1)C(=O)COc1ncnc2ccccc12 | nt | -6% | -50 | 775 | -0.2%[50 µM] | 5% | nt | nt | 3% | nt
CCCCS(=O)(=O)N1CN(S(=O)(=O)CCCC)C2NC(=O)NC21 (stereo not given) | -2% | -1% | nt | nt | 0.4% | 10% | 8% | 1 | 1% | -13%
COc1ccccc1NS(=O)(=O)c1cc(NC(=S)Nc2cc(C)cc(C)c2)ccc1Cl | 0% | -4% | -1 | 701 | ? | 0% | -2% | 1.1 | -3% | -6.4%
Cc1cccc(NC(=O)CSc2nnc(NC(=O)CN3CCCCC3)s2)c1 | 2% | 0% | 8 | 655 | nt | 10% | 3% | 1 | 53% | -13%

Random excerpt: 2 compounds from above
SMILES | PMI inhibition | SIAH1 antagonists | Hep lipid drop | Hep lipid drop cells 6.5 µM | K1F lysis inhibition | M1AAP inhibition | PMI inhibitors | TNAP activation fold | P. falciparum M17LAP | XIAP antagonists
Cc1cccc(NC(=O)CSc2nnc(NC(=O)CN3CCCCC3)s2)c1 | 2% | 0% | 8 | 655 | nt | 10% | 3% | 1 | 53% | -13%
CCCCS/C(N)=N/N=C/c1ccccc1O | 17% | 8% | 28 | 722 | 0.2% | 3% | 18% | 1.1 | -3% | -5.8%

(listing goes on)
SMILES | PMI inhibition | SIAH1 antagonists | Hep lipid drop | Hep lipid drop cells 6.5 µM | K1F lysis inhibition | M1AAP inhibition | PMI inhibitors | TNAP activation fold | P. falciparum M17LAP | XIAP antagonists
Cc1nc2oc3c(NCC4CCCO4)ncnc3c2c2c1COC(C)(C)C2 (stereo not given) | 12% | -2% | nt | nt | 1.1% | 13% | 22% | 1.1 | -19% | 1.5%
Cn1cccc1/C=C1\SC(=S)N(NC(=O)c2ccc(Cl)cc2)C1=O | 11% | 10% | -6 | 383 | 3.0%[50 µM] | 33% | 20% | 0.8 | -1% | -9.9%
CC(C)NOC(=O)c1ccc(Cl)cc1 | 4% | 23% | 0 | 753 | 0.2% | 1% | 2% | 1.1 | -1% | -0.5%
COc1cc(/C=N/Nc2nc(=O)[nH]nc2C)cc([N+](=O)[O-])c1O | nt | 15% | -12 | 695 | 0.6% | 15% | nt | nt | 21% | nt
O=S(=O)(c1ccc2ccccc2c1)N1CCN(C(=S)Nc2ccc(F)c(Cl)c2)CC1 | 6% | -1% | -9 | 649 | 0.6%[50 µM] | 6% | 7% | 1 | -6% | -6.5%
Cc1cc(-c2ccco2)n(CC(=O)NCCN(C)C)n1 | -1% | -4% | nt | nt | 0.3% | 3% | -6% | 1.1 | -2% | -3.9%
Cn1cc(CNC(=O)c2sc3cccc(Cl)c3c2Cl)cn1 | -4% | 12% | -12 | 781 | -0.4% | -2% | 2% | 1.1 | -9% | -1.9%
CCCOC(=O)c1ccc(Oc2cn[nH]c2-c2ccc(OCC(=O)NN)cc2O)cc1 | nt | -4% | -12 | 671 | 0.1% | -1% | nt | nt | -4% | nt
CSc1nncc(-c2ccccc2)n1 | -5% | -2% | 2 | 744 | 0.0% | 5% | -16% | 1.1 | 0% | -3.8%
CCCCNc1cc(C(=O)O)cc(S(N)(=O)=O)c1Oc1ccccc1 | -8% | -4% | 11 | 703 | -5.6% | 0% | -14% | 1 | -27% | -2.6%
COc1cccc(NC(=O)C(c2ccccc2)N2CCN(c3ccccn3)CC2)c1 (stereo not given) | 5% | 1% | 1 | 763 | 0.2% | 5% | -1% | 1.1 | 1% | -5.7%
CC1CCCCN1CCCNC(=O)c1ccc2c(=O)n(CCc3ccccc3)c(=O)[nH]c2c1 (stereo not given) | -2% | -2% | -2 | 809 | 0.9% | 2% | 4% | 1.1 | 3% | -3.1%
N#C/C(=C/c1cccs1)c1nc2ccccc2[nH]1 | 5% | 3% | 2 | 638 | -11% | 7% | -4% | 1.1 | 14% | -10%
CCNC(=S)Nc1cc(OCC)c(N2CCOCC2)cc1OCC | 58%* | 2% | 25 | 696 | -5.1% | -5% | 15% | 1.1 | 1% | -6.7%
O=C(CCN1C(=O)/C(=C/c2cccc(Br)c2)SC1=S)Nc1cccnc1 | -8% | 12% | 5 | 731 | 0.1% | 10% | -14% | 1.1 | 29% | -8.6%
COc1cccc(CC(NC(C)=O)C(=O)NC2CCN(c3c(Cc4ccccc4)c(C)nc4ncnn34)CC2)c1OC (stereo not given) | -2% | -2% | 8 | 619 | 6.9%[50 µM] | 4% | 5% | 0.9 | -9% | -4.9%
Cc1cc(C)cc(NC(=O)Cn2c(=O)oc3cc(S(=O)(=O)N4CCC(C)CC4)ccc32)c1 | 4% | 2% | nt | nt | -0.1% | 1% | 2% | 1.1 | 1% | -4.4%
COc1cc(/C=N/NC(=O)c2ccncc2)ccc1OC(=O)c1ccc([N+](=O)[O-])cc1 | -10% | -8% | nt | nt | 1.3% | ? | -5% | 0.8 | 15% | -4.3%
COc1ccc(S(=O)(=O)C(C#N)c2nc3ccccc3nc2N2CCC(C)CC2)cc1 (stereo not given) | -56% | 8% | nt | nt | nt | nt | -6% | 1 | nt | -4.3%
CN(C)/C=C1\NC(=S)N(c2ccccc2)C1=O | 0% | 12% | 20 | 714 | 0.3% | 13% | 4% | 1.1 | 21% | -1.6%
FC(F)(F)c1nc(-c2ccncc2)ncc1-c1nnnn1-c1ccccc1 | -4% | -2% | nt | nt | -0.4% | 3% | -6% | 1.1 | 2% | -5.6%
Cc1ccc(NC(=O)c2ccccc2OCC(=O)c2ccccc2)cc1 | 7% | 0% | 5 | 765 | 0.2% | -2% | 6% | 1 | 3% | -2.0%
COC(=O)CSc1nnc(-c2cccnc2)o1 | 16% | 0% | -31 | 669 | 0.2% | -2% | 16% | 1.1 | 6% | -0.8%
CCS(=O)(=O)NCC(c1cccnc1)N1CCN(c2ccccc2OC)CC1 (stereo not given) | 2% | 2% | -4 | 704 | 0.2% | -3% | -2% | 1 | -1% | -5.6%
